D3 antag: antagonists of human D3 dopamine receptor; P35462; 2.5% of 360,000 active; AID 652054; max response, negative = inhibition, %; D3R cells, DiscoveRx beta-arrestin luminescence, antagonist mode; stronger effect = lower value; in the data active means max response below about -50%; inconclusive means no clear call, values can overlap the other calls; further: on the % scale 0 is the no-effect control and ±100 the full control effect; mostly tested at two doses, the higher about 12 µM
Target sequence (P35462 whole entry, looked up): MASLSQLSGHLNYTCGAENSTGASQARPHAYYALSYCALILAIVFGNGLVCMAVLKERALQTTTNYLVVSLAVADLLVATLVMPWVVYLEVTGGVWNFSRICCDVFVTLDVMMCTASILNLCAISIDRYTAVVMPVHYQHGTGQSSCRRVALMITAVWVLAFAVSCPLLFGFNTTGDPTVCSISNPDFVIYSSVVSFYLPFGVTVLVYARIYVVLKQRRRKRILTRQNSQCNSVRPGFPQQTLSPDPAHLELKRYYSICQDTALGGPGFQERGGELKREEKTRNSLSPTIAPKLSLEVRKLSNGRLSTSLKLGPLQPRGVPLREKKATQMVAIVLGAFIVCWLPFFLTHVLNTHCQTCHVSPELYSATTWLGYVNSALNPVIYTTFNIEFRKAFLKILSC
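Cells expressing the human receptor were seeded at 1500 cells/well, incubated overnight at 37 degrees C in 5% CO2, then exposed to library compounds with dopamine controls for 90 minutes at 37 degrees C before luminescent detection.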
aSyn rescue: alpha-synuclein toxicity inhibition in yeast. Potency, µM (titrated, usually from 46.1 µM), without a hit: top-dose growth rescue (activation), hits mostly activators. 0.14% of 370,000 active. AID 652106. Yeast expressing alpha-synuclein, growth rescue, BacTiter-Glo, 24 h; further: potency means the concentration at half of the fitted maximal effect; % of control where 0% means no effect; nearly all actives have a fitted effect of over 65% in size
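Rescue of yeast growth: cells expressing toxic alpha-synuclein, induced in galactose at OD600 0.02, incubated with compound 24 h at 30 C. ATP luminescence quantified growth; inhibitors of toxicity appear as activators.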
GLP1R inv ag: GLP-1 receptor (human) inverse agonism; P43220; HEK293 GLP-1R CRE-luciferase, luminescence, 24 h; GLP-1R form is constitutively active; Potency, µM (titrated, usually from 38.3 µM), for the others: at the highest dose activity change, negative = inhibition, usual class: inhibitors; 1.6% of 410,000 active; further: potency means the concentration at half of the fitted maximal effect; on the % scale 0 is the no-effect control and ±100 the full control effect; nearly all actives have a fitted effect of over 55% in size
Target sequence (P43220 whole entry, looked up): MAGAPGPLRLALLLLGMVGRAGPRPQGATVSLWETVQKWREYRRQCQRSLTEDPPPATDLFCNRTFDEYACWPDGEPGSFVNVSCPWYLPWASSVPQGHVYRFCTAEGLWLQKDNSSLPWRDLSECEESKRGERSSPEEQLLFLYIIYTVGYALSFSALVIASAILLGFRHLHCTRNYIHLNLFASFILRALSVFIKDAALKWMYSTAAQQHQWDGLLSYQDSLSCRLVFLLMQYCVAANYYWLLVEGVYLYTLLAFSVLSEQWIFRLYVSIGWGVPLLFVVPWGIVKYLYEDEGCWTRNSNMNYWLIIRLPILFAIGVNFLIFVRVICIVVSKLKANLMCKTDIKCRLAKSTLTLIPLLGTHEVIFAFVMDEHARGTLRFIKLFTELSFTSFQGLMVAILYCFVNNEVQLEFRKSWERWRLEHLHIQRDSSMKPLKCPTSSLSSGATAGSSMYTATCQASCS
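Stable HEK293 clone (constitutively active GLP-1R + cAMP-response luciferase); 200 cells/uL plated, 12 h pre-culture, compound 24 hr, 37 deg C/5% CO2; detection reagent 12 min RT; luminescence.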
FUS yeast rescue: suppressors of FUS proteinopathy in yeast. S. cerevisiae FUS-expressing, growth rescue, OD600, 24 h. Potency, µM (titrated, usually from 76.6 µM), for the others: top-dose growth rescue (activation), usual class: activators. 0.24% of 390,000 active. AID 1347120;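 further: potency means the concentration at half of the fitted maximal effect; plate controls were DMSO vehicle for no effect and reference control for full effect; nearly all actives have a fitted effect of over 55% in size; some results filed as inactive show a strong effect at the top dose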
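S. cerevisiae expressing FUS from galactose induction served as the toxicity model. Growth after 24hr at 30C, read as absorbance at 600 nm, indicates suppression of toxicity; compounds dosed at several concentrations.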
TDP-43 yeast inh: rescues yeast growth from TDP-43 toxicity; TDP-43 expressing yeast growth rescue, BacTiter-Glo, 24 h; Potency, µM (series often up to 46.1 µM), inactives show at the highest dose growth rescue (activation), most hits filed as activators; 1.8% of 410,000 active; further: potency means the concentration at half of the fitted maximal effect; % of control where 0% means no effect; nearly all actives have a fitted effect of over 50% in size
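Luminescence from BacTiter-Glo reports growth of TDP-43-expressing yeast after 24 hr at 30 deg C with compound. Cells were raffinose-pregrown to mid-log, then seeded in galactose medium at OD600=0.02.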
pAkt inh: inhibitors of Akt phosphorylation; Neuro2A IGF-stimulated pAkt S473 HTRF, 20 min; stronger effect = lower value; activity change, % for hits at 50 µM; 0.32% of 360,000 active; in the data active means activity change below about -80%; inconclusive means mostly about -51% to -80%; further: on the % scale 0 is the no-effect control and ±100 the full control effect
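Single-point screen (50 µM final compound) in Neuro2A cells stimulated 20 min with 6 nM IGF at 37 deg C. After lysis, Ser473-phosphorylated Akt read by HTRF (ex 330 nm, em 615/665 nm) as the 665/615 ratio.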
PTHR1 agonist: agonists of human PTHR1 parathyroid hormone receptor; AID 743266; HEK293 GP2 PTHR1 cells, GloSensor cAMP luminescence, 1 h; Potency, µM (top dose mostly 115 µM), for the others: at the top dose activation, actives largely listed as activators; 0.075% of 410,000 active; Q03431; further: potency means the concentration at half of the fitted maximal effect; nearly all actives have a fitted effect of over 55% in size; some results filed as inactive show a strong effect at the top dose; inactives centre near -15; many of its hits are not listed in these tables
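HEK-293-derived GP2 cells expressing PTHR1 and a GloSensor cAMP reporter, 3,000/well, plated overnight, given luciferin plus IBMX (each 0.5 mM as added) for 1 h at 37 °C, then compound for 1 h at 37 °C. Luminescence was read after 15 min at room temperature.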
Abeta rescue: A-beta toxicity reversal in yeast; yeast expressing A-beta42, growth rescue, OD600, 48 h; response scale: 0% DMSO, 100% iron-clioquinol control; Potency, µM (titrated, usually from 46.1 µM), for inactives: top-dose growth rescue, most hits filed as activators; 0.063% of 410,000 active; AID 1347071; further: potency means the concentration at half of the fitted maximal effect; nearly all actives have a fitted effect of over 55% in size
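Growth rescue measured by 600 nm absorbance after 48 h yeast culture at 30 C with compound. Values normalized between DMSO and an equimolar ferric chloride plus clioquinol control.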
GLP1R ag: activates the human GLP-1 receptor. AID 624172. P43220. HEK293 GLP-1R CRE-luciferase, luminescence, 4-6 h; cells express a hypersensitive GLP-1R form. 0.007% of 380,000 active. Potency, µM (series often up to 45.6 µM), for inactives: top-dose activation, usual class: activators; further: potency means the concentration at half of the fitted maximal effect; % of control where 0% means no effect
Starred values were filed as active, the others as inactive; i = inactive; ? = inconclusive; · = not tested or not shown; [ ] = dose if it differs, or a comment. Unless noted, the call rests on the fitted dose curve; in most records, active means well fitted curve in the direction sought with a large enough effect; inconclusive means small, poorly fitted or top-dose-only effect, or another doubt; inactive means no such curve, though single readings can be large; an effect the other way counts as inactive or inconclusive.

Second line of a record: D3 antag	aSyn rescue	GLP1R inv ag	FUS yeast rescue	TDP-43 yeast inh	pAkt inh	PTHR1 agonist	Abeta rescue	GLP1R ag
> COc1ccc(C(CNC(=O)c2[nH]c(C)c(C(C)=O)c2C)N2CCOCC2)cc1 (configuration not stated)
    19	4%	-2%	-8%	19%	i	i	-18%	7%
> Cc1ccc(CCNS(=O)(=O)c2ccc3c(c2)CC(C)N3C(=O)C2CCC2)cc1 (configuration not stated)
    ·	·	?	40%	?	·	i	27%	·
> COc1ccc(-c2cc(C(F)(F)F)nc(SCC(=O)Nc3cc(C)on3)n2)cc1OC
    0	0%	66%[activator]	-3%	-8%	i	i	8%	30%
> CCOC(=O)c1c(C)n(C)c2ccc(OC(=O)c3ccoc3)cc12
    -3	-6%	2%	-25%	-13%	i	-7%[57.5 µM]	0%	-1%
> CN(C)c1ccc(NC(=O)C2(c3cccs3)CCOCC2)cc1
    ·	·	11%	-4%	0%	·	-22%	21%	·
> COc1cc(/C=N/NC(=O)Cc2csc(N3CCOCC3)n2)cc(OC)c1O
    -24	-9%	20%	2%	-19%	i	-19%	4%	-2%
> Cc1nc(-c2ccccn2)nc(N(C)c2ccccc2)c1Cl
    ?	-8%	?	10%	-36%[inhibitor]	i	-13%	?	11%
> COc1ccc(S(=O)(=O)N(CC(=O)N2CCCC2)Cc2ccccc2)cc1
    19	-13%	-8%	7%	5%	i	-13%[57.5 µM]	2%	4%
> CCOc1ccc(S(=O)(=O)Nc2ccc3c(c2)N(C(C)=O)CCC3)cc1
    ·	·	4%	19%	0%	·	-30%	-4%	·
> O=C(NCCNC(=O)c1ccccc1O)c1ccccc1O
    -9	-3%	13%	-30%	6%	i	-9%	5%	-6%
> CC(=O)Nc1ccc(Oc2ccc(-c3noc(C)n3)cc2)cc1
    -11	0%	15%	-7%	0%	i	-6%[57.5 µM]	28%	0%
> O=C(Nc1ccncc1)c1cccc2ccccc12
    0	0%	19%	1%	-14%	i	-14%	1%	15%
> O=C(CN1CCC(NC(=O)c2ccccc2F)CC1)NCc1ccc(F)cc1
    12	-2%	2%	-2%	-5%	i	i	-5%	-8%
> COc1ccc(CNC(=O)[C@H](C)NC(=O)[C@@H]2Cc3ccccc3CN2)cc1
    4	-1%	1%	11%	-7%	i	i	4%	-2%
> CCOC(=O)C(=O)Nc1cc(C(=O)OC)cc(C(=O)OC)c1
    -1	0%	6%	-42%	15%	i	i	-8%	-6%
> NC(=O)C[n+]1cccc(C(=O)Nc2ccccc2)c1
    -67*	2%	-21%	-10%	6%	i	-23%	15%	-4%
> CCOC(=O)C1=C(CN2CCSCC2)NC(=O)NC1c1cccc([N+](=O)[O-])c1 (configuration not stated)
    23	1%	-3%	-7%	10%	i	-2%	-7%	0%
> Cc1cccc(C)c1NC(=O)CNC(=O)c1ccc(COc2ccccc2)o1
    ?	-6%	-19%	-1%	0%	i	-31%	3%	-2%
> Cc1ccc(C(=O)Nc2ncccc2C)cc1S(=O)(=O)N1CCOCC1
    0	0%	1%	-13%	-8%	i	i	-15%	2%
> COc1ccc(OC)c(C(c2nnnn2CCc2ccccc2)N2CCC(C(N)=O)CC2)c1 (configuration not stated)
    -10	6%	2%	0%	-1%	i	-30%	-4%	-4%

Reformatted as tab-separated lines: part of the list above.
SMILES	D3 antag	aSyn rescue	GLP1R inv ag	FUS yeast rescue	TDP-43 yeast inh	pAkt inh	PTHR1 agonist	Abeta rescue	GLP1R ag
CC(=O)Nc1ccc(Oc2ccc(-c3noc(C)n3)cc2)cc1	-11	0%	15%	-7%	0%	i	-6%[57.5 µM]	28%	0%
O=C(Nc1ccncc1)c1cccc2ccccc12	0	0%	19%	1%	-14%	i	-14%	1%	15%
O=C(CN1CCC(NC(=O)c2ccccc2F)CC1)NCc1ccc(F)cc1	12	-2%	2%	-2%	-5%	i	i	-5%	-8%
COc1ccc(CNC(=O)[C@H](C)NC(=O)[C@@H]2Cc3ccccc3CN2)cc1	4	-1%	1%	11%	-7%	i	i	4%	-2%
CCOC(=O)C(=O)Nc1cc(C(=O)OC)cc(C(=O)OC)c1	-1	0%	6%	-42%	15%	i	i	-8%	-6%
NC(=O)C[n+]1cccc(C(=O)Nc2ccccc2)c1	-67*	2%	-21%	-10%	6%	i	-23%	15%	-4%
CCOC(=O)C1=C(CN2CCSCC2)NC(=O)NC1c1cccc([N+](=O)[O-])c1 (configuration not stated)	23	1%	-3%	-7%	10%	i	-2%	-7%	0%
Cc1cccc(C)c1NC(=O)CNC(=O)c1ccc(COc2ccccc2)o1	?	-6%	-19%	-1%	0%	i	-31%	3%	-2%
Cc1ccc(C(=O)Nc2ncccc2C)cc1S(=O)(=O)N1CCOCC1	0	0%	1%	-13%	-8%	i	i	-15%	2%
COc1ccc(OC)c(C(c2nnnn2CCc2ccccc2)N2CCC(C(N)=O)CC2)c1 (configuration not stated)	-10	6%	2%	0%	-1%	i	-30%	-4%	-4%

Further results follow:
Second line of a record: D3 antag	aSyn rescue	GLP1R inv ag	FUS yeast rescue	TDP-43 yeast inh	pAkt inh	PTHR1 agonist	Abeta rescue	GLP1R ag
> CCOc1cc(Br)cc(C2NC(=O)c3c(sc4c3CCN(C)C4)N2)c1O (configuration not stated)
    ·	·	-14%	20%	0%	·	-35%[inhibitor]	-82%[inhibitor]	·
> CCCNC(=O)CCc1c(C)nc2nc(CNC(=O)c3ccccc3)nn2c1C
    ·	·	16%	-18%	27%	·	-37%[inhibitor]	9%	·
> CCOC(=O)c1ccc(NC(=O)CSc2nc3ncccc3[nH]2)cc1
    -8	-1%	12%	·	-17%	i	-19%	-8%	16%
> Cc1ccc(S(=O)(=O)Nc2cc(=O)[nH]c(SCc3ccccc3Cl)n2)cc1
    -16	-7%	-2%	?	-11%	i	-18%	-2%	3%
> O=C(NCc1ccco1)C1CC(c2ccc(F)cc2)=NO1 (configuration not stated)
    5	3%	-6%	2%	3%	i	i	1%	7%
> Oc1ccccc1/C=N/Nc1ncc(Br)cn1
    -20	?	1%	·	?	i	-7%	?	-10%
> COc1cc(NC(=O)CNc2cccc(S(=O)(=O)N3CCCC3)c2)cc(OC)c1
    26	-9%	-28%	8%	4%	i	-25%	12%	11%
> CC1CCCN(c2ncnc3c2cnn3-c2ccccc2)C1 (configuration not stated)
    31	10%	?	22%	?	i	i	-46%[inhibitor]	-3%
> COc1ccccc1NC(=O)CN1CCC(n2nnc3cc(F)ccc32)CC1
    ?	-2%	6%	21%	5%	i	-9%[57.5 µM]	14%	13%
> COc1ccc(NC(=O)CSc2cn[nH]n2)c(OC)c1
    -26	-3%	-1%	26%	-19%	i	i	8%	7%
> CN1CCc2c(sc(NC(=O)c3ccc([N+](=O)[O-])o3)c2C(N)=O)C1
    -56*	-10%	?	26%	-14%	i	-22%	-32%	-2%
> CCOc1ccc(N(CC(=O)Nc2ccc(C)c(C)c2)S(=O)(=O)c2c(C)[nH]c(=O)[nH]c2=O)cc1
    20	0%	-5%	18%	-11%	i	i	0%	4%
> O=C(CCc1nc2ccccc2[nH]1)NC1CCCCC1
    30	-9%	8%	-23%	11%	i	-4%	-8%	-5%
> OCCCc1nc2ccccc2[nH]1
    17	1%	-18%	-5%	-10%	i	i	8%	7%
> CN(Cc1ccccc1)c1nc(N)nc(Cl)c1C=O
    -23	-6%	0%	-60%[inhibitor]	-20%	i	-83%[inhibitor]	-12%	-6%
> Cc1ccc(NC(=O)/C(C#N)=C\c2ccc(-c3ccc(Cl)cc3)o2)c(C)c1
    ·	·	8%	-15%	17%	·	-8%	5%	·
> CCOC(=O)N1CCC(NC(=O)c2cnn3c(C(F)(F)F)cc(-c4cccc(OC)c4)nc23)CC1
    -12	-3%	19%	?	-11%	i	i	-26%	4%
> Cc1cccc(CCN=c2c([N+](=O)[O-])nn(-c3ccccc3)n2O)c1
    -6	1%	?	-10%	16µM*	i	-12%	-33%[inhibitor]	9%
> CC(=O)c1nc2ccccc2n1S(=O)(=O)c1ccc(Cl)cc1
    -7	-11%	2%	29%	-10%	i	i	-4%	3%
> C=CCn1cc(/C=N/Nc2nc3ccccc3[nH]2)c2ccccc21
    -70*	-4%	?	43%	-10%	i	-3%	-18%	21%
> O=c1c2c(O)cc(O)cc2oc2ccc(O)c(O[C@@H]3O[C@H](CO)[C@@H](O)[C@H](O)[C@H]3O[C@H]3O[C@H](CO)[C@@H](O)[C@H](O)[C@H]3O)c12
    0	-3%	?	-4%	4%	i	-15%	-16%	-3%
> CC(Oc1ccccc1Cl)C(=O)N1CCN(CCc2ccccn2)CC1 (configuration not stated)
    ·	·	-16%	12%	9%	·	-34%[inhibitor]	-7%	·
> Cc1cc(NC(=O)CS(=O)(=O)c2c[nH]c3ccccc23)no1
    20	2%	33%	12%	16%	i	i	9%	-1%
> COc1ccc(C(=O)O/N=C(/c2ccccc2)c2ccncc2)cc1
    -2	3%	8%	-1%	6%	i	-32%[inhibitor]	-4%	27%
> C[C@H]1C(=O)N(c2ccccc2)[C@@H]1c1ccccc1
    23	9%	-12%	-17%	28%	i	i	7%	19%
> CCc1cccc(NC(=O)c2cc3c(=O)n(Cc4ccccc4)ccc3nc2C)c1
    ·	·	?	?	30%	·	-5%	2%	·
> CCC(CC)NC(=O)COC(=O)c1ccc(NS(=O)(=O)c2ccc3c(c2)OCCO3)cc1
    4	6%	2%	·	17%	i	i	0%	0%

Compound activity as filed in PubChem.

Not all compounds are listed; count on the stated rates, not on these rows.
